Assay outcomes deposited in PubChem BioAssay by Sanford-Burnham Center for Chemical Genomics.
GPR55 LPI antagonism = GPR55 antagonists blocking LPI-driven arrestin recruitment, primary screen, imaging, U2OS, beta-arrestin-GFP, LPI agonist (AID 2013). 290,000 compounds, 0.13% hits. one-dose inhibition, % at 10 µM; IC50 in µM for titrated hits. U2OS GPR55 beta-arrestin-GFP translocation imaging, LPI antagonism; higher % means a stronger effect;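 active = spots per cell inhibited over 60%, with over 100 cells counted and total cytoplasm intensity under 500,000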;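 also: U2OS cells stably carrying GPR55 and arrestin-GFP stimulated by 5 µM LPI near EC80; imaged beta-arrestin-GFP aggregate spots per cell after agonist stimulation; plate controls were LPI-stimulated DMSO wells for no effect and DMSO wells without LPI for full effect; some results filed as inactive read as strong as hits; confirmed hits need IC50 under 10 µM and bright autofluorescent wells are also inconclusive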
SIAH1 antagonists = blockers of Siah-1 interaction with plectin peptide – biochemical, fluorescence polarization, rhodamine-plectin, uHTS, primary screen (AID 1817); 290,000 compounds, 0.02% hits; Siah-1 / rhodamine-plectin peptide fluorescence polarization; higher % means a stronger effect; one-dose displacement, % at 20 µM; IC50 in µM for titrated hits;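 active = displacement of at least 50% at 20 µM, with a fluorescence ratio check between 0.3 and a set limit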;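 also: plate controls were Siah plus tracer with DMSO for no effect and tracer alone without Siah for full effect; strong numbers were not always called active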
GPR35 arrestin U2OS = inhibition of zaprinast-stimulated GPR35 beta-arrestin translocation – imaging, U2OS, beta-arrestin-GFP, zaprinast agonist, primary screen (AID 2058). 290,000 compounds, 0.052% hits. inhibition, % at 10 µM; hits with a dose series show IC50 in µM. U2OS GPR35 beta-arrestin-GFP translocation imaging, zaprinast antagonism; higher % means a stronger effect;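 active = inhibition of at least 50% with at least 30 cells and total cytoplasm GFP at most 10,000,000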
KOR beta-arrestin-1 = KOR antagonists, beta-arrestin recruitment, cell-based, luminescence, uHTS (AID 1778); KOR beta-arrestin recruitment, luminescence, antagonist mode; higher % means a stronger effect; inhibition, % at 10 µM, or IC50 in µM where a hit was titrated; 290,000 compounds, 0.091% hits; in the data active = inhibition above about 50%; also: strong numbers were not always called active
KOR beta-arrestin-2 = KOR agonists, beta-arrestin recruitment, primary screen, cell-based, luminescence, uHTS (AID 1777) | KOR beta-arrestin recruitment, luminescence; higher % means a stronger effect | activation, % at 10 µM; hits with a dose series show EC50 in µM | 280,000 compounds, 0.02% hits; in the data active = activation above about 50%, passing the limit was not always enough; also: a part of the inactive calls stands beside numbers as strong as those of hits
HIV peptide binding = cell-free HIV fusion peptide-binding blockers – biochemical, uHTS, fluorescence dequenching, primary screen (AID 1986). cell-free peptide binding, fluorescence dequenching, 30 min; higher % means a stronger effect. inhibition, % at 20 µM, or IC50 in µM where a hit was titrated. 290,000 compounds, 0.3% hits; in the data active = inhibition mostly above about 52%, no sharp cut-off; inactive = mostly below about 76%; also: some results filed as inactive read as strong as hits
NOD1 NF-kB reporter = NOD1 signaling inhibitors, primary screen, cell-based, luminescence, uHTS (AID 1578) | 290,000 compounds, 1% hits | inhibition, % at 4 µM, or EC50 in µM where a hit was titrated | NOD1-driven NF-kB luciferase reporter cells, luminescence; higher % means a stronger effect; in the data active = inhibition mostly above about 36%, no sharp cut-off; inactive = mostly below about 34%;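 also: HEK-293T reporter cells stimulated with the NOD1 agonist gamma-tri-DAP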
AID2073 = inhibitors of Mint1-CaV2.2 protein interaction, biochemical, HTRF (AID 2073); HTRF protein-protein interaction, Mint1-CaV2.2; higher % means a stronger effect; one-dose inhibition, % at 20 µM; IC50 in µM for titrated hits; 290,000 compounds, 0.19% hits; in the data active = inhibition mostly above about 51%, no sharp cut-off; also: some results filed as inactive read as strong as hits
GPR55 beta-arrestin = GPR55 agonists via beta-arrestin recruitment, primary screen, imaging, U2OS cells, beta-arrestin-GFP redistribution (AID 1961); 290,000 compounds, 0.048% hits; U2OS GPR55 beta-arrestin-GFP redistribution imaging; higher % means a stronger effect; one-dose activation, % at 10 µM; EC50 in µM for titrated hits;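 active = activation above 40% with more than 50 cells counted in the well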;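 also: U2OS osteosarcoma cells stably expressing GPR55 and beta-arrestin-GFP; plate controls were DMSO negative control for no effect and LPI positive control for full effect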
An asterisk follows results filed as active; · = not tested or not shown; [ ] = dose if it differs, or a comment. A portion of the library; the hit share may differ from the screen's.

SMILES | GPR55 LPI antagonism | SIAH1 antagonists | GPR35 arrestin U2OS | KOR beta-arrestin-1 | KOR beta-arrestin-2 | HIV peptide binding | NOD1 NF-kB reporter | AID2073 | GPR55 beta-arrestin
OC(c1ccc(Cl)cc1)C(O)c1nc2ccccc2[nH]1 (configuration not stated) | -13% | -3% | -7% | 11% | -1.7% | -2.4% | -11% | -2% | 0.0%
CCOc1cccc(/C=N/N=C/c2cccc(OCC)c2O)c1O | 8% | 4% | -3% | 2% | 4.4% | -1.0% | -8% | 30% | -0.1%
O=c1[nH]c(/C=C\c2cccc(Cl)c2)nc(O)c1[N+](=O)[O-] | 0% | 2% | 15% | -3%[20 µM] | 1.6% | 10% | -30% | 6% | -0.1%
O=C(Cn1nc(-c2ccccc2)nc1-c1ccccc1)N1CCOCC1 | 4% | 0% | 13% | 23% | 3.7% | 4.3% | 19% | 7% | -0.6%
COc1ccc2nc(SCC(=O)N3CC(=O)Nc4ccccc43)c(C#N)cc2c1 | -6% | 0% | 9% | -15% | -2.5% | 14% | -20% | 29% | -0.1%
O=C(Nc1ccccc1)Nc1nncs1 | 0% | -1% | 1% | 21% | -11% | 0.9% | -10% | -2% | -0.2%
CCN(CC)S(=O)(=O)c1cc(C(=O)OCC(=O)NC2CCCc3ccccc32)ccc1C (configuration not stated) | 0% | 6% | 0% | · | -1.3% | 1.4% | -18% | -14% | -0.2%
CCOC(=O)c1c(-c2ccc(OC)cc2)csc1NC(=O)CNCc1ccco1 | -7% | -4% | 26% | 4% | -2.2% | 0.2% | 28% | -4% | -0.1%
Cc1nc2c3ccccc3nc(NNC(=O)CCC(=O)NC(C)C)n2n1 | 4% | 3% | 26% | 4% | 3.4% | 0.0% | -22% | -8% | -0.2%
O=C(Nc1ccc(C(=O)N2CCCCC2)cc1)c1cccs1 | 3% | 4% | -2% | -4% | -3.1% | -1.0% | -55% | -4% | -0.1%
C=CCOC(=O)C1=C(C)NC(=O)NC1/C=C/c1ccccc1 (configuration not stated) | -7% | 0% | 2% | 8% | 9.2% | 0.5% | -11% | 1% | -0.1%
CCOC(=O)C1CCCN(C(=O)c2cnn3c(C(F)(F)F)cc(-c4ccccc4)nc23)C1 (configuration not stated) | 11% | 5% | -5% | 23% | 1.0% | -2.0% | -11% | 8% | -0.1%
Cc1ccccc1-n1c(O)c(/C=N/N2CCCCC2c2cccnc2)c(=O)[nH]c1=O (configuration not stated) | 6% | -3% | -4% | -31% | 3.1% | 2.3% | -26% | -5% | -0.1%
Cc1onc(-c2c(Cl)cccc2Cl)c1C(=O)N1CCN(c2ccccc2)CC1 | 13% | 1% | 5% | -22%[20 µM] | · | 0.8% | -6% | 4% | -0.1%
N#Cc1ccc(Cl)cc1NC(=O)COC(=O)c1ccc2c(c1)OCCO2 | -21% | -4% | 5% | -92% | 5.1% | 2.5% | 7% | 13% | 0.3%
CCCC(C)NC(=O)COC(=O)c1cccc(NS(C)(=O)=O)c1 (configuration not stated) | 9% | 3% | -3% | -9% | 2.6% | -0.7% | -11% | 16% | -0.1%
Cc1cc(/C(O)=C2\C(=O)C(=O)N(CCN(C)C)C2c2ccncc2)ccc1OCc1ccccc1 (configuration not stated) | -3% | 6% | 6% | 25% | -4.0% | -2.7% | -21% | 6% | -0.1%
O=C(CNc1c(Br)cc(Br)cc1Br)NN=C1CCCCC1 | -1% | -3% | -2% | -5% | -4.5% | -2.6% | -3% | 7% | -0.2%
Cc1cc(C)c2c(N)c(C(=O)Nc3ccc(F)cc3)sc2n1 | 0% | -3% | -3% | -9% | 0.0% | 1.8% | -12% | 15% | 0.4%
O=C1CSC(=Nc2ccc(Cl)cc2)N1Cc1ccco1 | -3% | -1% | 13% | -6% | -0.3% | -1.2% | 3% | 2% | 0.2%
COc1ccc(C(CC(=O)O)NC(=O)OC(C)(C)C)cc1 (configuration not stated) | 8% | 1% | -1% | -20% | 10% | 2.7% | -6% | 2% | 0.5%
O=C(Cn1ncc2c3ccccc3n(Cc3ccccc3)c2c1=O)N1CCN(c2ncccn2)CC1 | -4% | 0% | 4% | 30% | -1.4% | -0.7% | 4% | 10% | 0.3%
COC(=O)Cc1[nH]c(=S)[nH]c1C(=O)OC | 1% | 4% | -4% | 12% | 4.0% | -0.4% | -8% | 37% | -0.1%
O=C(CSc1nnc(NC2CCCCC2)s1)NN1C(=O)NC2(CCCCC2)C1=O | -9% | -1% | -4% | -22% | -3.1% | 2.3% | -9% | -8% | -0.2%
Cc1ccccc1OCC(=O)N1N=C(c2cccnc2)CC1(O)C(F)(F)F (configuration not stated) | 5% | 8% | 3% | -12% | 5.8% | -1.8% | -11% | 4% | -0.2%

Going on with the list:
SMILES | GPR55 LPI antagonism | SIAH1 antagonists | GPR35 arrestin U2OS | KOR beta-arrestin-1 | KOR beta-arrestin-2 | HIV peptide binding | NOD1 NF-kB reporter | AID2073 | GPR55 beta-arrestin
COc1ccccc1CC(=O)N1CCN(c2ccccc2F)CC1 | 0% | 15% | 8% | -25%[20 µM] | -3.0% | -0.3% | -11% | -5% | 0.6%
COC(=O)c1ccc(-n2cncn2)c([N+](=O)[O-])c1 | 9% | 0% | 8% | 22%[20 µM] | -4.7% | 1.1% | -24% | -4% | 0.2%
CCOC(=O)c1c(NC(=O)CSc2nnc(-c3ccc(C)cc3)o2)sc(C(C)=O)c1C | -4% | 4% | -5% | -12% | 2.1% | -0.5% | -6% | 2% | -0.1%
Cc1cc(N2CCN(C)CC2)nc2ccc(NC(=S)N3CCN(c4cccc(Cl)c4)CC3)cc12 | 20% | 4% | -2% | -32% | 2.2% | -1.6% | -21% | -1% | 0.2%
COc1ccc(NC(=O)CC2C(=O)N(Cc3ccccc3)C(=S)N2CCN2CCOCC2)cc1 (configuration not stated) | 7% | 3% | -10% | 18% | -4.6% | 0.8% | -39% | -16% | 0.0%
CCOC(=O)C1CCN(CC(=O)Nc2c(C(=O)OC)n(C)c3cccc(C)c23)CC1 | 3% | 1% | 14% | 16% | -3.1% | 8.6% | 10% | 0% | 0.3%
Cc1cc(OCC(=O)NC(Cc2ccc(Cl)cc2)C(=O)O)c2c(C)cc(=O)oc2c1 (configuration not stated) | 10% | 1% | 2% | 3%[20 µM] | -1.6% | 4.4% | -17% | 11% | -0.2%
COc1ccc(S(=O)(=O)N(NC2=NS(=O)(=O)c3ccccc32)C(=O)C(C)C)cc1 | 11% | 22% | 2% | 15% | -1.1% | -0.9% | -21% | 4% | -0.3%
COc1ccc(C(=O)NCCONC(=O)c2ccc(OC)cc2)cc1 | 12% | 1% | 1% | 0% | 1.4% | 0.2% | -33% | 2% | -0.1%
Cc1cc(NC(=O)CC2Oc3ccccc3NC2=O)ccc1Br (configuration not stated) | 3% | 1% | 8% | -16% | 2.3% | 0.2% | -20% | 10% | 0.0%
Cc1ccc(C(=O)CSc2n[nH]c(C)n2)cc1 | 5% | 3% | -9% | -26% | 7.5% | 1.6% | 0% | 15% | -0.3%
CCc1cccc(C)c1Nc1nc2ccccc2n2cnnc12 | 7% | 10% | 3% | 18% | -2.0% | -1.0% | 5% | 18% | 0.0%
COC(=O)c1ccc(NC(=O)NS(=O)(=O)c2ccc(C)cc2)cc1 | -4% | 1% | -2% | 16% | -0.6% | -1.9% | -17% | -8% | -0.2%
CC(=O)NC(CC(=O)NCc1ccncc1)c1ccccc1 (configuration not stated) | -2% | -8% | 21% | 37% | -4.2% | -1.3% | -9% | 8% | 1.2%
CCCC(=O)Nc1ccc2nc(SCC(=O)Nc3ccc(N4CCOCC4)c(Cl)c3)sc2c1 | 3% | -1% | -6% | -24% | 3.3% | -2.5% | 5% | 15% | -0.1%
CCCCNC(=O)N1CCN(c2ccccc2OCC)CC1 | 1% | 1% | 9% | -5%[20 µM] | 2.4% | -0.2% | -6% | -15% | -0.3%
Cc1cc(C)cc(NC(=O)CN2C(=O)COc3ccc(S(=O)(=O)N4CCCC4)cc32)c1 | 18% | 3% | -9% | -1% | -6.1% | 2.3% | -13% | 4% | -0.2%
COc1ccc(CNC(=S)Nc2ccccc2C)cc1 | -2% | 2% | -1% | 27% | -4.5% | -3.3% | -28% | -5% | 0.2%
CC(C)c1ccccc1NS(C)(=O)=O | -4% | -2% | 1% | -21%[20 µM] | -0.1% | -0.4% | -12% | -13% | -0.2%
O=C(COc1ccccc1N1C(=O)C2C3C=CC(C3)C2C1=O)c1ccccc1 (configuration not stated) | 7% | 3% | 9% | 0% | 4.7% | -1.7% | -11% | 1% | -0.1%
CN(C)c1ccc(-c2cccc(C3CC=CC4C3C(=O)N(Cc3ccccc3)C4c3ccc(C(F)(F)F)cc3)c2)cc1 (configuration not stated) | 8% | 2% | 11% | 11% | -1.0% | 2.1% | -4% | 9% | -0.1%
NC1=NC(=O)/C(=C\c2ccc(-c3ccc(Cl)cc3)o2)S1 | -9% | 12% | 0% | -30%[20 µM] | 0.1% | 3.8% | -20% | 5% | 0.2%
O=C(Nc1ccccc1)c1nsnc1C(=O)Nc1ccccc1 | 2% | -2% | -4% | -14% | -1.7% | -1.5% | -28% | -4% | -0.2%

In a second layout: entries from further up.
Values run as follows: GPR55 LPI antagonism | SIAH1 antagonists | GPR35 arrestin U2OS | KOR beta-arrestin-1 | KOR beta-arrestin-2 | HIV peptide binding | NOD1 NF-kB reporter | AID2073 | GPR55 beta-arrestin
COc1ccc(C(=O)NCCONC(=O)c2ccc(OC)cc2)cc1
→ 12% | 1% | 1% | 0% | 1.4% | 0.2% | -33% | 2% | -0.1%
Cc1cc(NC(=O)CC2Oc3ccccc3NC2=O)ccc1Br (configuration not stated)
→ 3% | 1% | 8% | -16% | 2.3% | 0.2% | -20% | 10% | 0.0%
Cc1ccc(C(=O)CSc2n[nH]c(C)n2)cc1
→ 5% | 3% | -9% | -26% | 7.5% | 1.6% | 0% | 15% | -0.3%
CCc1cccc(C)c1Nc1nc2ccccc2n2cnnc12
→ 7% | 10% | 3% | 18% | -2.0% | -1.0% | 5% | 18% | 0.0%
COC(=O)c1ccc(NC(=O)NS(=O)(=O)c2ccc(C)cc2)cc1
→ -4% | 1% | -2% | 16% | -0.6% | -1.9% | -17% | -8% | -0.2%
CC(=O)NC(CC(=O)NCc1ccncc1)c1ccccc1 (configuration not stated)
→ -2% | -8% | 21% | 37% | -4.2% | -1.3% | -9% | 8% | 1.2%
